Screening results deposited in PubChem by several laboratories.
p-CIP stab down = p/CIP-EGFP fusion destabilizers, primary screen, fluorescence, F442A cells; decrease of EGFP signal, % at 10 µM; 16 h; AID 1984, 2009; 290,000 tested, 0.01% active;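 active means EGFP signal decrease of at least 30% at 10 µM or well 3 SD below plate mean, unless failing retest; inactive means the rest, including hits failing retest or dose response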; further: some compounds called inactive have numbers as strong as hits; many of its hits are not listed in these tables
M18AAP inhibitor = PfM18AAP inhibitors, malaria aminopeptidase, primary screen, biochemical, QFRET, recombinant enzyme; M18 aspartyl aminopeptidase (Plasmodium falciparum 3D7); H-Glu-NHMec fluorogenic cleavage; inhibition, % at 7.35 µM; 290,000 tested, 1.2% active; AID 1822, 2009;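 active means inhibition above the campaign mean inhibition over all tested compounds plus 3 SD, cut at about 28% in these data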;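 further: 0% = plate median of test compound wells and 100% = 2 mM ZnCl2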
IDE inh = human IDE inhibitors in live cells, primary screen, fluorescence polarization, HEK cells, FAbetaB substrate; FAbetaB cleavage; Insulin-degrading enzyme (Homo sapiens), P14735; AID 434962, 2010; 320,000 tested, 0.41% active; inhibition, % at 5.59 µM;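 active means percent inhibition above the average of all tested compounds plus 3 SD, set per screening campaign, cut at about 16% in these data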;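 further: IDE supplied by intact live HEK cells; FP after avidin binding of uncleaved biotin substrate so inhibition keeps polarization high; 0% = DMSO wells and 100% = 60 µM reference IDE inhibitor Ii1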
Target sequence (P14735 whole entry, looked up): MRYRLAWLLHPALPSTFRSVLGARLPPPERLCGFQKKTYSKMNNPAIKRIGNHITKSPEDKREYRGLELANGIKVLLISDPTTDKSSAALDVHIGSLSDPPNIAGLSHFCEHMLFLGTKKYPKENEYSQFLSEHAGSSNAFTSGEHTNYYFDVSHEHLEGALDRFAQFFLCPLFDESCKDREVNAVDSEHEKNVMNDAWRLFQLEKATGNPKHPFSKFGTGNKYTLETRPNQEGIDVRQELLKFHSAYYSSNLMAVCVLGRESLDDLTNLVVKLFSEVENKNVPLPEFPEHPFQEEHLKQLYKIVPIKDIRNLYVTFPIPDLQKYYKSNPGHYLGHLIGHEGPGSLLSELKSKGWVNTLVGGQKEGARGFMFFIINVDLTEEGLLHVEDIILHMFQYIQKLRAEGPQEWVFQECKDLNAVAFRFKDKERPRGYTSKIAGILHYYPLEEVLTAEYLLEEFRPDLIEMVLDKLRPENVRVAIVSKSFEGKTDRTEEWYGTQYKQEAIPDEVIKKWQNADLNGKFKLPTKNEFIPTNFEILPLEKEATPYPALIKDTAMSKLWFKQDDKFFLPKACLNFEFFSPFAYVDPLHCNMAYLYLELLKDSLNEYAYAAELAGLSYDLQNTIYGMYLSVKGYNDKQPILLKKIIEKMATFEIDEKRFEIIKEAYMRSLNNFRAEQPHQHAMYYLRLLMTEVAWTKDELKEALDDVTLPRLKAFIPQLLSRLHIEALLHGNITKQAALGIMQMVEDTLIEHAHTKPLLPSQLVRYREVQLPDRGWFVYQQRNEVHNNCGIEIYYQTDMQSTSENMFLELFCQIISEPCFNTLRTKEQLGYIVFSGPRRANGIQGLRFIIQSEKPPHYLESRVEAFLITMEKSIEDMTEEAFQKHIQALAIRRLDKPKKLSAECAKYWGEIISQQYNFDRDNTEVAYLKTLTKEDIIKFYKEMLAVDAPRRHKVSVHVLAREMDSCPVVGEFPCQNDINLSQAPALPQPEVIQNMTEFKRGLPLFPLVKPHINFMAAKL
MEKK3 PB1 HTS = modulators of MEKK3-MEK5 PB1 binding, primary screen, biochemical, wildtype MEKK3, multiplex bead flow cytometry, Alexa488-MEK5. Mitogen-activated protein kinase kinase kinase 3 (Homo sapiens), Q99759. bead-based flow cytometry, Alexa488-MEK5 binding to MEKK3; actives lie on both sides; 0 = blocked by unlabeled MEK5, 100 = vehicle. binding response (% of control), % at 10 µM. 290,000 tested, 1.4% active;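 active means binding response more than 3 SD above or below the average of its plate-row segment, actives on both sides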;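 further: Alexa488 bead fluorescence after subtracting the streptavidin-only scavenger bead signal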
NALP1 yeast inh = NALP1 inflammasome inhibitors in reconstituted yeast, colorimetric, S. cerevisiae, triplicate retest; AID 2071, 2009; 280,000 tested, 0.61% active; inhibition, % at 10 µM; S. cerevisiae NALP1/ASC/caspase-1 growth, X-gal OD620, 72 h; in the data active means inhibition mostly above about 24%, no sharp cut-off; inactive means mostly below about 32%; further: some compounds called inactive have numbers as strong as hits
UBC9 SUMO inh = inhibitors of in vitro SUMOylation cascade, primary screen, biochemical, HTRF, uHTS | SUMO-conjugating enzyme UBC9 (Homo sapiens), P63279 | HTRF SUMOylation assay, SAE1/SAE2 + UBC9 | 290,000 tested, 0.36% active | inhibition, % at 35 µM; in the data active means inhibition above about 50%, passing the limit was not always enough; further: strong numbers were not always called active
IDE act = human IDE activators in live cells, primary screen, fluorescence polarization, HEK cells, FAbeta-B substrate | Insulin-degrading enzyme (Homo sapiens), P14735 | FAbeta-B cleavage; 0% vehicle, 100% cell-free pure enzyme wells | activation, % at 5.96 µM | 340,000 tested, 0.073% active | AID 493087, 2011;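 active means activation above the mean of all tested compounds plus 3 SD, set per screening campaign, cut at about 17% in these data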
MEKK2 WT-MEK5 = modulators of MEK5 binding to wildtype MEKK2, primary screen, biochemical, multiplex bead flow cytometry, Alexa488-MEK5. Alexa488-MEK5 binding to MEKK2 WT; actives lie on both sides. binding response (% of control), % at 10 µM. 290,000 tested, 1.1% active. Mitogen-activated protein kinase kinase kinase 2 (Homo sapiens), Q9Y2U5; in the data active means binding response below about 67% or above about 130%
MEKK2mut PB1 HTS = MEK5 binding signal on mutant MEKK2 PB1, primary screen, biochemical, multiplex bead flow cytometry, Alexa488-MEK5; Alexa488-MEK5 binding to MEKK2 mutant; percent response, % at 10 µM; 290,000 tested, 0.35% active; in the data active means percent response above about 24%, passing the limit was not always enough; further: inactives centre near 1; some results filed as inactive read as strong as hits; reference of the scale not given here
An asterisk follows results filed as active; · = not tested or not shown. Only part of the results is shown (hit frequency here may not be typical).

SMILES	p-CIP stab down	M18AAP inhibitor	IDE inh	MEKK3 PB1 HTS	NALP1 yeast inh	UBC9 SUMO inh	IDE act	MEKK2 WT-MEK5	MEKK2mut PB1 HTS
CCOc1ccc(Br)cc1S(=O)(=O)NC1CC(C)(C)NC(C)(C)C1	-6.3	0.6	·	105.0	0.3	-11.7	1.4	107.0	11.0
Cc1cc(NC(=O)NCC(F)(F)F)no1	-0.9	2.4	-1.4	98.0	4.0	1.9	4.7	95.0	-1.0
COc1cc(/C=N/c2oc(C)c(C)c2C#N)cc(Br)c1O	-10.1	17.8	3.5	105.0	13.7	2.1	0.6	101.0	4.0
CC(=O)c1ccc(N2CCN(C(=O)Nc3ccc(F)cc3)CC2)cc1	-2.3	-11.3	-1.5	104.0	2.4	-5.2	1.0	97.0	-6.0
CCc1ccc(NC(=O)c2cc3c(C)nc4ccccc4c3o2)cc1	-1.0	0.6	7.2	113.0	9.6	18.7	-5.1	111.0	-1.0
CC1CN=C(Nc2cccc(S(=O)(=O)N(C)C)c2)S1 (stereo not given)	14.3	13.4	0.9	70.0	13.0	1.8	0.6	70.0	-18.0
O=C1CCCc2c1cc(C(=O)O)c(=O)n2-c1ccccc1	-14.7	-1.0	3.3	99.0	14.5	11.8	4.6	84.0	-17.0
Fc1ccc(/C=N/Nc2cc(N3CCOCC3)ncn2)cc1	-6.9	1.9	0.5	102.0	8.2	6.4	1.2	108.0	3.0
CC(=O)C1=C(C)N(Cc2ccccc2)C(=O)N[C@H]1c1ccco1	-15.4	·	-1.3	97.0	0.9	13.1	6.1	97.0	3.0
COc1cc(-c2nc3n(n2)C(c2ccncc2)C2=C(CCCC2=O)N3)cc(OC)c1OC (stereo not given)	8.3	-9.2	-3.3	57.0	12.6	19.9	6.6	63.0	-16.0
Cc1ccc(-n2ncc3c(=O)n(CC(=O)N(C)C)cnc32)cc1	-9.0	-1.5	-0.8	104.0	1.7	14.8	-2.9	103.0	5.0
COc1ccc(CCNC(=O)C2CCN(C(=O)N(C)C)CC2)cc1OC	-0.7	0.6	1.3	96.0	14.3	14.0	3.1	97.0	2.0
O=C(NC1=NCCS1)c1cc(-c2ccc(F)cc2)nc2ccccc12	8.3	4.4	-0.7	104.0	15.5	-32.4	3.6	102.0	0.0
CC(=O)Nc1ccc2oc(C)nc2c1	-8.1	3.7	-1.0	103.0	5.0	1.2	0.4	102.0	9.0
COc1ccc(N2CCN(C(CNC(=O)C(=O)NCCCn3ccnc3)c3cccnc3)CC2)cc1 (stereo not given)	-5.7	2.9	-3.9	106.0	16.0	2.7	5.8	108.0	-2.0
CCOC(=O)N1CCN(c2ccc(C(F)(F)F)cn2)CC1	-16.5	-11.2	8.1	80.0	22.9	-9.8	-1.1	94.0	-1.0
N#CC1=C(N)C(C#N)(C#N)C(c2cccnc2)C2COCC=C12 (stereo not given)	·	0.1	2.0	74.0	·	·	1.1	104.0	-2.0
COc1ccccc1OCCNC(=O)c1ccc(S(=O)(=O)N(C)C)cc1	4.9	0.6	-4.5	95.0	3.4	7.9	-1.1	93.0	-2.0
COc1ccc(C(=O)Nc2cc(C(F)(F)F)ccc2Cl)cc1OC	-17.7	-13.1	5.6	100.0	-1.7	-13.1	-1.1	98.0	2.0
CCOCCCNC(=O)C(NC(=O)c1ccc2c(c1)OCO2)c1ccc(Cl)cc1 (stereo not given)	-31.6	0.9	2.9	103.0	-18.2	8.5	2.5	96.0	-1.0
COc1cccc2c(=O)n(CC(=O)N3CCCCCC3)ccc12	-8.8	-2.8	-1.1	99.0	-23.9	4.1	3.0	107.0	11.0
COc1ccc(N2CCN(C(=O)C3=NNC(=O)CC3)CC2)cc1	-3.3	4.6	9.2	105.0	23.9	-10.7	4.8	101.0	-1.0
COc1ccc(C(=O)C(CCC(CNC(C)(C)C)C(=O)c2ccc(OC)cc2)CNC(C)(C)C)cc1 (stereo not given)	6.7	-10.0	0.3	99.0	-5.7	-7.0	4.0	117.0	27.0
FC(F)(F)Oc1ccc(NC(=S)Nc2ccccc2N2CCOCC2)cc1	-6.3	5.4	0.2	90.0	1.5	2.5	2.3	97.0	-5.0
CC1CC2(CCCC2)N(C(=O)N(C)C)c2ccc(F)cc21 (stereo not given)	-0.7	-2.0	2.6	93.0	20.6	-6.0	2.0	98.0	-5.0

(listing goes on)
SMILES	p-CIP stab down	M18AAP inhibitor	IDE inh	MEKK3 PB1 HTS	NALP1 yeast inh	UBC9 SUMO inh	IDE act	MEKK2 WT-MEK5	MEKK2mut PB1 HTS
CS(=O)(=O)c1ccc(C(=O)N2CC(=O)Nc3ccccc32)cc1	13.1	4.5	-6.1	107.0	5.9	7.0	-1.2	104.0	2.0
CNC(=O)C(NC(=O)CNC(=O)c1ccc(Cl)cc1)C(C)(C)C (stereo not given)	9.0	0.8	-1.6	99.0	2.4	-15.1	1.5	99.0	2.0
Cc1cc(N2CCN(c3ccccc3)CC2)nc(N2CCOCC2)n1	-8.0	-12.7	3.7	115.0	·	14.9	1.8	113.0	4.0
Cn1c(C2CCCCC2)nc2cc(N)ccc21	5.0	3.9	0.2	94.0	24.9	6.5	-1.3	98.0	-2.0
c1ccc2c(CN3CCCCC3)csc2c1	-6.0	-0.1	2.6	92.0	40.8	20.8	-0.1	98.0	-2.0
O=C(O)/C=C/C(=O)NNc1ncnc2ccccc12	-6.0	7.2	8.0	104.0	·	26.5	4.6	101.0	5.0
Cc1ccc(-c2nnc(SCC(=O)N3CCN(c4ccccc4)CC3)o2)cc1	-10.0	-10.9	3.4	99.0	-4.6	7.9	-3.5	101.0	3.0
COC(=O)c1[nH]c2cc(C)ccc2c1NC(=O)CN1CCOCC1	-0.2	0.4	5.0	96.0	9.8	15.5	3.5	95.0	-11.0
CC(=O)Nc1cccc(N/C(N)=N/c2nc(C)cc(C)n2)c1	-9.6	-10.1	2.0	101.0	1.4	-5.0	4.4	99.0	-9.0
O=C(c1ccc(Cl)cc1)N1CCCC(C(=O)N2CCN(c3ccccc3)CC2)C1 (stereo not given)	-2.6	-9.3	-0.3	88.0	43.5*	1.3	·	89.0	-16.0
Cc1ccc(C(=O)NCCNS(=O)(=O)c2ccccc2)cn1	7.4	-9.0	3.8	101.0	3.0	-4.7	0.1	102.0	1.0
O=C(Nc1ccccc1C(F)(F)F)C1CCN(C(=O)c2cccs2)CC1	-0.4	2.9	-2.0	102.0	13.6	2.3	4.4	99.0	-1.0
CC(=O)NS(=O)(=O)c1ccc(NC(=O)c2ccc3c(c2)OCO3)cc1	0.6	-9.2	·	100.0	11.0	11.1	3.2	99.0	2.0
COc1ccc(C2N(c3ccc(Cl)cc3)C(=O)C3CCCN32)cc1 (stereo not given)	-12.7	-2.3	2.7	99.0	26.7	15.4	4.7	99.0	2.0
COc1ccccc1-c1nc(SCC(=O)Nc2ccccc2F)n[nH]1	-27.6	3.8	0.3	95.0	-0.6	3.4	0.1	94.0	-4.0
CCc1nc(N[C@@H](Cc2c[nH]c3ccccc23)C(=O)O)c2oc3ccccc3c2n1	-4.5	2.0	6.7	100.0	3.0	11.5	3.4	96.0	3.0
COc1cccc(N(C(=O)c2snc(C(N)=O)c2N)C(C(=O)NCC2CCCO2)c2cccs2)c1 (stereo not given)	7.4	2.1	0.2	100.0	10.0	-29.7	0.5	98.0	-4.0
Cc1ccc(NC(=O)C2CCN(S(=O)(=O)c3ccc4c(c3)oc(=O)n4C)CC2)cc1	-22.4	6.7	6.6	97.0	8.5	·	-0.7	97.0	6.0
O=C(Cc1ccc(Br)cc1)N1CCN(c2ccccn2)CC1	1.3	-4.8	-0.9	101.0	18.9	17.0	-4.3	96.0	-1.0
CCCCC1S/C(=N/N=C/c2cccs2)NC1=O (stereo not given)	-7.9	5.5	2.9	103.0	22.9	15.0	1.1	107.0	2.0
Cc1c(NC(=O)CSc2nnnn2C)c(=O)n(-c2ccccc2)n1C	3.1	3.4	-0.2	106.0	7.0	-8.6	-0.9	106.0	20.0
CCC1C(=O)N(C)CCc2ccccc21 (stereo not given)	-2.0	-2.1	-3.0	95.0	21.2	-4.6	5.2	94.0	-2.0
CCN(CC)c1ccc(C=Nc2ccccc2)c(O)c1	4.5	2.8	-3.2	109.0	3.6	10.5	-4.2	103.0	7.0
O=C(Nc1cccc(C(F)(F)F)c1)N1CCN(C(=O)Nc2cccc(C(F)(F)F)c2)CC1	7.6	-12.5	5.4	99.0	-0.3	3.2	0.4	100.0	1.0
CSc1sc(C)cc1/C=N/O	-4.2	1.9	8.7	95.0	25.7	-11.8	-0.4	94.0	-2.0

More structures.
SMILES	p-CIP stab down	M18AAP inhibitor	IDE inh	MEKK3 PB1 HTS	NALP1 yeast inh	UBC9 SUMO inh	IDE act	MEKK2 WT-MEK5	MEKK2mut PB1 HTS
O=C1N=C(O)CN1/N=C/c1ccc(-c2ccc([N+](=O)[O-])cc2)o1	·	·	-1.6	102.0	·	·	4.6	98.0	4.0
CCSc1sc(CC)cc1C=O	-5.3	-5.1	0.2	101.0	-1.8	4.5	-3.4	101.0	4.0
CCN(CCn1cccn1)Cc1nc(-c2ccc(OC)cc2)no1	-11.7	-16.5	-4.8	·	-9.7	-12.7	-0.3	·	·
Cc1ccc(NC2CCCN(C(=O)c3cc(C(C)C)[nH]n3)C2)cc1C (stereo not given)	-17.4	13.5	·	103.0	1.7	0.0	4.1	98.0	2.0
CCCN(CCC)S(=O)(=O)c1cc(Br)cc2c1N(C(=O)CC)CC2	-3.7	·	10.0	98.0	38.6	-1.9	-2.0	96.0	-2.0
Cc1c(N2CCCC2)cc2c(c1N)C(C)(C)CC2(C)C	-16.9	4.4	7.4	101.0	2.1	1.4	2.2	99.0	7.0
Cc1c(C(=O)NN)sc(-c2ccccc2)c1C#N	-8.9	-1.7	1.4	98.0	12.1	14.1	·	100.0	-3.0
CCOc1ccc(N2C(=O)CC(N3CCC(NC(=O)Nc4ccccc4)CC3)C2=O)cc1 (stereo not given)	-13.7	-2.3	-3.8	106.0	10.0	14.9	-7.6	104.0	9.0
O=C(CSc1nc(C2CCCCC2)n(-c2ccccc2)n1)NCC(F)(F)F	-4.3	4.3	-3.1	145.0*	·	-7.2	3.8	107.0	0.0
Cc1ccc(C)c(SCc2noc(C(=O)NCC3CCCO3)c2C(=O)O)c1 (stereo not given)	-13.5	4.3	6.3	96.0	-3.2	3.4	6.5	100.0	2.0
Oc1ccc(-c2[nH]ncc2-c2nc3ccccc3s2)c(O)c1	-4.8	7.0	12.4	94.0	-7.4	-7.6	-1.8	102.0	-2.0
CC(C(=O)N(C)C)N(C#N)c1nc(N(C)C)nc(N(C)C)n1 (stereo not given)	-4.0	-1.3	6.6	104.0	4.5	34.5	4.2	102.0	1.0

Looked up above:
IDE act with CCSc1sc(CC)cc1C=O : -3.4
MEKK3 PB1 HTS with CCCN(CCC)S(=O)(=O)c1cc(Br)cc2c1N(C(=O)CC)CC2 : 98.0
